Source: PubChem
PREPL inh: inhibitors of human prolyl oligopeptidase-like enzyme PREPL; Q4J6C6; recombinant PREPL, fluorescence polarization activity-based probe; inhibition, % at 5.96 µM; actives 0.68% (n = 320,000); in the data active = inhibition above about 43%;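 note: 0% = enzyme with DMSO and 100% = wells lacking enzyme; many of its hits are not listed in these tables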
TPT1 inhibitor: C. albicans TPT1 enzyme inhibition; recombinant caTPT1, FP RNA substrate dephosphorylation; inhibition, % at 5 µM; actives 0.81% (n = 300,000); AID 1962;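 active = inhibition above the mean of all tested compounds plus 3 SD, set per screening campaign, cut at about 24% in these data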;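 note: plate controls were DMSO alone for no effect and ferristatin control at 100 nM for full effect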
PP5 primary: inhibitors of human protein phosphatase 5 (PP5); P53041; purified PP5c, OMFP substrate fluorescence; inhibition, % at 6.7 µM; actives 0.18% (n = 320,000);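 active = inhibition above the campaign's mean inhibition across all tested compounds plus 3 SD, cut at about 9.5% in these data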;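 note: 0% = DMSO only and 100% = 100 µM cantharidin control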
Target sequence (P53041 whole entry, looked up): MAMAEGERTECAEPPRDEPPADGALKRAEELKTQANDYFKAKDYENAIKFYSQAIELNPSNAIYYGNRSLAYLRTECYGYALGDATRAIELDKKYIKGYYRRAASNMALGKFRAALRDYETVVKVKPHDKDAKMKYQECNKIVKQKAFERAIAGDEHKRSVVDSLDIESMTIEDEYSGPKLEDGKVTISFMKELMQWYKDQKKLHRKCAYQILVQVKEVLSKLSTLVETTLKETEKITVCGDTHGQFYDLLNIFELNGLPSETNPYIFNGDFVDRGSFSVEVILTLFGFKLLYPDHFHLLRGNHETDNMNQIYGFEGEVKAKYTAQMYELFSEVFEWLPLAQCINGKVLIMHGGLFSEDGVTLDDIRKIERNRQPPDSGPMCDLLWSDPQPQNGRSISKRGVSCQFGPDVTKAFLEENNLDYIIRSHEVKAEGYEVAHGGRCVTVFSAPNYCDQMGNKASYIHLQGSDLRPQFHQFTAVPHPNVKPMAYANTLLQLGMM
Fh CTSL1 inh: blocks F. hepatica cathepsin L1 in PFM18AAP counter-screen | actives 0.49% (n = 300,000) | inhibition, % at 5.96 µM | recombinant F. hepatica cathepsin L1, Z-Leu-Arg-MCA fluorescence;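 active = inhibition above the mean of all tested compounds plus 3 SD, set per screening campaign, cut at about 17% in these data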;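 note: 0% = plate median of test compound wells and 100% = 1 µM Z-Phe-Ala-diazomethylketone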
JMJD2C inh: human JMJD2C demethylase inhibition; inhibition, % at 2.35 µM; actives 0.069% (n = 330,000); GST-JMJD2C(1-420) H3K9me3 demethylation, DELFIA europium; Q9H3R0;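 active = more than half of a compound's replicate wells show inhibition beyond 50%, single wells judged on their own value; inconclusive = some, but no more than half, of replicates pass 50% inhibition; inactive = no replicate passes 50% inhibition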;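 note: signal counts dimethyl H3K9 product captured on neutravidin plate; 0% = median of DMSO wells and 100% = 0.3 times that DMSO median; strong numbers were not always called active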
core dimer inh: HCV core protein dimerization inhibition; inhibition, % at 5 µM; TR-FRET GST/Flag-core106 dimerization, 1536-well; actives 0.33% (n = 300,000); AID 1899;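 active = inhibition above the mean of all tested compounds plus 3 SD, set per screening campaign, cut at about 45% in these data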
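Assay system – GST-tagged and Flag-tagged HCV core protein residues 1-106 · Quantity – core106 proteins, GST 13.5 nM and Flag 17 nM · Benchmarks – unlabelled core106 and no-GST-core106 wells · Read-out basis – percent inhibition of core106 dimerization signal · Detection – time-resolved FRET, ex 340 nm, em 617 and 671 nm · Schedule – 4 h at 22.5 °C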
LYPLA2 inh: LYPLA2 (human) inhibition in PME1 counter-screen; inhibition, % at 5.9 µM; O95372; recombinant LYPLA2, FP-Rh probe fluorescence polarization; actives 0.38% (n = 320,000);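 active = inhibition above the screen-wide mean plus 3 SD, limit set per campaign, cut at about 26% in these data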;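 note: 0% = LYPLA2 with DMSO and 100% = wells lacking LYPLA2 enzyme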
Target sequence (O95372 whole entry, looked up): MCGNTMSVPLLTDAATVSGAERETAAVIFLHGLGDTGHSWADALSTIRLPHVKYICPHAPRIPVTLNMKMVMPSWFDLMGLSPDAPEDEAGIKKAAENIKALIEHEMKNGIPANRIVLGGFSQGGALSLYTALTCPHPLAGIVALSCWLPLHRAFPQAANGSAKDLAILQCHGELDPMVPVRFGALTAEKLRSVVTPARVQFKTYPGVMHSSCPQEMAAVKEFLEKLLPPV
Efflux pump mplx: inhibitors of Candida antifungal efflux pumps expressed in yeast; S. cerevisiae Candida pump triplex, Nile Red efflux; inhibition, % at 10 µM; actives 0.44% (n = 330,000); AID 485275;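 active = plate passing quality check with inhibition over a set limit, or well fluorescence over plate mean plus 4 SD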;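 note: Nile Red retained in pooled yeast measured as flow cytometry median fluorescence; 0% = buffer negative control and 100% = Enniatin B positive control; higher means more Nile Red kept so more efflux inhibition; some compounds called inactive have numbers as strong as hits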
PP1 inh: counter-screen for PP5 inhibitors: inhibitors of human PP1-alpha; purified PP1alpha, OMFP fluorescence; inhibition, % at 6.7 µM; actives 0.9% (n = 320,000); AID 2235;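 active = inhibition above the mean inhibition of all tested compounds plus 3 SD, computed separately for each screening campaign, cut at about 15% in these data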
Target sequence (P62136 whole entry, looked up): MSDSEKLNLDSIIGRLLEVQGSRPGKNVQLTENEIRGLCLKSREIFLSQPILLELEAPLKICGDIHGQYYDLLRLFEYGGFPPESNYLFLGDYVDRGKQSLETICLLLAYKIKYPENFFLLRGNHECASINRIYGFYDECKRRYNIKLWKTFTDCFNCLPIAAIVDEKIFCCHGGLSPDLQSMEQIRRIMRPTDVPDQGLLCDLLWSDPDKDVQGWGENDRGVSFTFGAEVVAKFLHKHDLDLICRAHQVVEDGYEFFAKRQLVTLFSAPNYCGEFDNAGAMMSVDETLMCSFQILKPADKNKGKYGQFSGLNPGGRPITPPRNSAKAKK
An asterisk follows results filed as active; ? = inconclusive; / = not tested or not shown. These rows are one share of the data; count on the stated rates, not on these rows.

Compound | Efflux pump mplx | Fh CTSL1 inh | PP1 inh | PP5 primary | PREPL inh | LYPLA2 inh | core dimer inh | TPT1 inhibitor | JMJD2C inh
Cc1ccc(N(Cc2cc(=O)[nH]c3ccccc23)C(=O)C(C)C)cc1 | -0.2 | -1 | -3 | 1.3 | 15 | 6 | -4 | -6 | 0
CCN(CC(=O)Nc1c(F)cccc1F)C(=O)CNC(=O)c1ccc(Br)o1 | -0.1 | -1 | -2 | 0.1 | 21 | 0 | -10 | -2 | 11
COCCNC(=O)c1nc2c(nnn2Cc2cc(C)ccc2C)c(=O)[nH]1 | -0.1 | 3 | -1 | -0.6 | 0 | 6 | -7 | 2 | 5
Cc1cc(C(=O)OCC(=O)N2c3ccccc3CC2C)c(C)o1 (stereo not given) | 0.0 | 7 | 1 | -0.8 | 18 | 4 | 8 | -8 | 6
CCN(CC)C(=O)C(C)OC(=O)c1ccc(O)cc1 (stereo not given) | 0.1 | 5 | -5 | -2.3 | -1 | 2 | 2 | -2 | -10
CCN(CCn1cccn1)C(=O)c1cc(COc2ccc(F)cc2Cl)on1 | 0.0 | 2 | 0 | -0.6 | 20 | -3 | 2 | -1 | -3
O=C(CN1CCN(S(=O)(=O)c2cccc(F)c2)CC1)NCC1(N2CCOCC2)CCCCC1 | 0.1 | / | -2 | -0.7 | 15 | -7 | / | / | /
Cc1cccc(N2C(=O)N3[C@H](c4ccc(F)cc4)[C@@H]4C(=O)N(C5CCCCC5)C(=O)[C@@H]4[C@]3(Cc3ccc(Cl)cc3)C2=O)c1 | 0.8 | -5 | 3 | -3.3 | 1 | -4 | 20 | -2 | -12
Cc1cnn(-c2cc(N/N=C/c3ccccc3F)ncn2)c1 | 0.0 | 3 | 1 | -1.5 | 1 | -1 | 36 | 0 | 1
CC(=O)c1ccc(S(=O)(=O)NCCc2csc(-c3cccnc3)n2)cc1 | 0.0 | 2 | -1 | -1.0 | 4 | 4 | 7 | -4 | -7
CCOc1cc2[nH]c(=O)n(CCCCC(=O)NC3CCCCCC3)c(=O)c2cc1OCC | 0.5 | 6 | 3 | 2.4 | 9 | -3 | 7 | -3 | -3
Oc1ccc(Br)cc1/C=N/Nc1nc(N2CCCCC2)nc(N2CCOCC2)n1 | 0.2 | -1 | 2 | -1.3 | -3 | -5 | 3 | 0 | 35
COc1ccc(OC)c(N2C(N)=C(C#N)C(c3ccc(OC)c(O)c3)C3=C2CC(C)(C)CC3=O)c1 (stereo not given) | 0.1 | 2 | 2 | 1.1 | -1 | -5 | 2 | 2 | -4
CCOC(=O)CC(NC(=O)C(CC)c1ccccc1)c1ccccc1Cl (stereo not given) | 0.1 | 3 | -1 | 4.0 | -3 | 2 | 0 | 1 | 2
COc1ccc(OCCSCc2nnc(NC(=O)Nc3ccc(Cl)cc3)s2)cc1 | 0.1 | -1 | 3 | -0.5 | 1 | 3 | -1 | -1 | 9
CC1=C(C/C=C(\C)CCCC(C)CCCC(C)CCCC(C)C)C(=O)c2ccccc2C1=O (stereo not given) | 0.1 | 1 | -7 | 2.0 | -19 | 0 | 1 | -3 | /
Cc1ccc(NC2(C#N)C(=O)Nc3ccccc32)cc1C (stereo not given) | -0.3 | -1 | -7 | -1.2 | -7 | -3 | 0 | 1 | -9
O=C(c1ccccc1)N1CCCC(C(=O)N2CCCCCC2)C1 (stereo not given) | 0.0 | -4 | 0 | 0.0 | 8 | 1 | 0 | -1 | 0
CCC(C)[C@H]1CNC(=S)N1CCC12CC3CC(CC(C3)C1)C2 (stereo not given in full) | -0.1 | 2 | -1 | 0.7 | 14 | -2 | 6 | -3 | -32
CCOC(=O)C1CCCN(C(=O)c2ccc(OC)c([N+](=O)[O-])c2)C1 (stereo not given) | -0.1 | 0 | 0 | 2.1 | 1 | 0 | -12 | -5 | 6
COCCCNC(=O)c1cn(C)c(=O)c2c1c1ccccc1n2C | -0.3 | 6 | -1 | -0.9 | 1 | -5 | 2 | -1 | 3
COc1ccccc1CNC(=O)COC(=O)c1c(C)nn(-c2ccccc2)c1Cl | 0.0 | 3 | 0 | 3.5 | 1 | 9 | -8 | -1 | -3
COc1ccc(CCC(=O)Nc2cccc(S(=O)(=O)N(C)C)c2)cc1OC | 0.3 | -1 | -1 | 3.7 | 1 | -10 | -1 | -2 | -5
Cc1cc(C)c(C#N)c(N2CCC(C(N)=O)CC2)n1 | 0.0 | 5 | -2 | -3.1 | 6 | 5 | 11 | -4 | 10
O=C(c1ccc(OC2CCN(CCc3ccccc3)CC2)cc1)N1CCCC(O)C1 (stereo not given) | 0.0 | 4 | 1 | 0.4 | 3 | 4 | -3 | 0 | -7

Further entries follow:
Compound | Efflux pump mplx | Fh CTSL1 inh | PP1 inh | PP5 primary | PREPL inh | LYPLA2 inh | core dimer inh | TPT1 inhibitor | JMJD2C inh
CC(C)N1CC(COc2ccc(Cl)cc2Cl)OC1=O (stereo not given) | 0.0 | -3 | -3 | 3.1 | -4 | 0 | 4 | -2 | -16
O=C(O)CC(CC(=O)N1CCN(C(=O)c2ccco2)CC1)c1ccccc1 (stereo not given) | -0.1 | 9 | -6 | -6.9 | 7 | 2 | -17 | -4 | -5
Cc1ccc2c(Cl)cc(Cl)c(OCC(=O)O)c2n1 | 0.1 | -1 | -4 | -0.5 | -2 | 2 | 0 | 1 | 13
Cc1ccc(S(=O)(=O)NC(=O)Nc2ccccc2F)cc1 | 0.3 | 1 | -1 | 0.7 | 4 | 0 | -3 | -4 | /
COC(=O)CCC(=O)OC1(C)C(=O)C=C2C=C(C3CC3)N(CCN3CCOCC3)C=C2C1=O (stereo not given) | 0.0 | 4 | 1 | 8.7 | 9 | 1 | 7 | -4 | 6
CCN(CCCNC(=O)CCn1c(=O)[nH]c2ccccc2c1=O)c1ccccc1 | -0.2 | -3 | 4 | -0.9 | 8 | 5 | -3 | -6 | -4
O=c1cnn(Cc2ccc(F)cc2)c2ccccc12 | 0.0 | 3 | 3 | 2.0 | 0 | 0 | 5 | 1 | -1
CCN(C(=O)c1ccc2c(c1)OCO2)C1CCS(=O)(=O)C1 (stereo not given) | 0.2 | -1 | -3 | 0.0 | -3 | 0 | -2 | -1 | ?
CC(C)CN(C(=O)c1ccc(Br)o1)C1CCS(=O)(=O)C1 (stereo not given) | 0.1 | -1 | -4 | -2.3 | 6 | 0 | -3 | -1 | 23
CC(C)c1cc(C(=O)N2CCN(C(c3ccccc3)c3ccccc3)CC2)no1 | -0.1 | 5 | 6 | 1.0 | 6 | 3 | 9 | 0 | -3
Cc1ccc(N2C(=O)c3ccc(C(=O)N4CCN(c5cccc(C)c5C)CC4)cc3C2=O)cc1 | 0.3 | -1 | 3 | 2.5 | 10 | -11 | 12 | -1 | 10
CCc1ccc2[nH]c(=O)c(CN(CCN3CCOCC3)C(=O)Nc3ccccc3F)cc2c1 | 0.0 | 2 | -1 | -1.0 | 7 | -4 | 3 | 3 | -4
COc1cccc(OC)c1C(=O)Nc1ccc2nc(C)c(C)nc2c1 | -0.2 | -3 | -4 | 1.3 | -6 | 6 | 2 | -2 | -8
CCOc1ccc(NC(=O)CC2C(=O)N(CC)C(=S)N2NC(=O)c2ccncc2)cc1 (stereo not given) | 0.2 | -1 | -5 | -0.9 | -9 | -3 | 0 | 0 | 7
O=C(Nc1ccccc1C(=O)OCn1nnc2ccccc2c1=O)c1ccco1 | 0.0 | 8 | -4 | -0.4 | -4 | 1 | 10 | -1 | 13
Cc1cc(SCC(=O)c2ccccc2)n2ncc(-c3ccccc3)c2n1 | 0.0 | 0 | -2 | -1.6 | 7 | -30 | 7 | 1 | -2
COc1cc(Nc2ccccc2Cl)c([N+](=O)[O-])nc1[N+](=O)[O-] | -0.1 | 3 | 5 | 0.1 | 13 | 4 | -5 | -3 | 15
CCOCCCNC(=O)C1CCCN1C(=O)NC1CCCCC1 (stereo not given) | 0.0 | -1 | 1 | -1.3 | 15 | -5 | -1 | 1 | -7
O=C(c1ccco1)N1CCN(C(=S)Nc2ccccc2Cl)CC1 | 0.4 | 1 | -3 | 2.1 | 0 | -2 | -3 | 3 | 21
Cc1nnsc1-c1nnc(SCC(=O)c2ccc(F)cc2)n1C1CC1 | 0.0 | 2 | 0 | -0.6 | 4 | -1 | -1 | 0 | -1
CC(C)(C)NC(=O)N1c2ccccc2Sc2ccccc21 | 0.4 | -7 | 1 | 3.9 | 1 | 2 | -1 | -2 | 14
COCCn1c(=S)[nH]c2cc(C(=O)NCC3CCCO3)ccc2c1=O (stereo not given) | 0.0 | 4 | -1 | 1.8 | -4 | 1 | 2 | 0 | 2
Cc1cc(NC(=O)c2c([N+](=O)[O-])cnn2C)no1 | 0.2 | -5 | 5 | -0.8 | -7 | 1 | 0 | -1 | 0
CN(c1ccc(C(=O)N2CCCCC2)cc1)S(C)(=O)=O | 0.0 | -1 | 3 | -0.9 | -3 | -2 | -1 | 1 | 139
O=C(c1ccccc1)N1CCCCC(S(=O)(=O)c2ccc3ccccc3c2)C1=O (stereo not given) | -0.1 | 1 | -8 | -1.0 | 8 | -8 | 3 | -2 | 16
CCCNC(=O)C(CC)NS(=O)(=O)c1ccc(OC)cc1 (stereo not given) | -0.4 | -3 | -5 | 2.7 | 4 | 1 | -1 | -3 | -2
CN1CCCC1CCNC1C2CC3CC(C2)CC1C3 (stereo not given) | 0.0 | 2 | -1 | 1.4 | -7 | -3 | -2 | -1 | 0

Looked up by compound from the entries so far, three records:
Compound | Efflux pump mplx | Fh CTSL1 inh | PP1 inh | PP5 primary | PREPL inh | LYPLA2 inh | core dimer inh | TPT1 inhibitor | JMJD2C inh
COCCn1c(=S)[nH]c2cc(C(=O)NCC3CCCO3)ccc2c1=O (stereo not given) | 0.0 | 4 | -1 | 1.8 | -4 | 1 | 2 | 0 | 2
O=C(Nc1ccccc1C(=O)OCn1nnc2ccccc2c1=O)c1ccco1 | 0.0 | 8 | -4 | -0.4 | -4 | 1 | 10 | -1 | 13
O=C(c1ccco1)N1CCN(C(=S)Nc2ccccc2Cl)CC1 | 0.4 | 1 | -3 | 2.1 | 0 | -2 | -3 | 3 | 21

Complete entries, quoted from the list. Screens in order: Efflux pump mplx, Fh CTSL1 inh, PP1 inh, PP5 primary, PREPL inh, LYPLA2 inh, core dimer inh, TPT1 inhibitor, JMJD2C inh
Shown for CC(C)N1CC(COc2ccc(Cl)cc2Cl)OC1=O (stereo not given) : 0.0, -3, -3, 3.1, -4, 0, 4, -2, -16
Shown for O=C(Nc1ccccc1C(=O)OCn1nnc2ccccc2c1=O)c1ccco1 : 0.0, 8, -4, -0.4, -4, 1, 10, -1, 13
Shown for Cc1nnsc1-c1nnc(SCC(=O)c2ccc(F)cc2)n1C1CC1 : 0.0, 2, 0, -0.6, 4, -1, -1, 0, -1
Shown for Cc1ccc(S(=O)(=O)NC(=O)Nc2ccccc2F)cc1 : 0.3, 1, -1, 0.7, 4, 0, -3, -4, /
Shown for O=C(c1ccco1)N1CCN(C(=S)Nc2ccccc2Cl)CC1 : 0.4, 1, -3, 2.1, 0, -2, -3, 3, 21
